Assay outcomes deposited in PubChem BioAssay by National Center for Advancing Translational Sciences (NCATS).
USP2a block – qHTS Assay for Inhibitors of Ubiquitin-specific Protease USP2a Using CHOP2 as the Reporter. AID 463254, 2010. USP2 core, Ub-CHOP2 coupled fluorogenic reporter, 485/531. actives 0.01% (n = 330,000). Potency, µM (highest dose often 38.3 µM), without a hit: at the top dose activity change, negative = inhibition, actives largely listed as inhibitors. Ubiquitin carboxyl-terminal hydrolase 2 (Homo sapiens), O75604;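 also: potency is read from the fitted curve at half-maximal effect; plate controls were DMSO wells for no effect and full inhibition by NEM control for full effect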
Target sequence (O75604 whole entry, looked up): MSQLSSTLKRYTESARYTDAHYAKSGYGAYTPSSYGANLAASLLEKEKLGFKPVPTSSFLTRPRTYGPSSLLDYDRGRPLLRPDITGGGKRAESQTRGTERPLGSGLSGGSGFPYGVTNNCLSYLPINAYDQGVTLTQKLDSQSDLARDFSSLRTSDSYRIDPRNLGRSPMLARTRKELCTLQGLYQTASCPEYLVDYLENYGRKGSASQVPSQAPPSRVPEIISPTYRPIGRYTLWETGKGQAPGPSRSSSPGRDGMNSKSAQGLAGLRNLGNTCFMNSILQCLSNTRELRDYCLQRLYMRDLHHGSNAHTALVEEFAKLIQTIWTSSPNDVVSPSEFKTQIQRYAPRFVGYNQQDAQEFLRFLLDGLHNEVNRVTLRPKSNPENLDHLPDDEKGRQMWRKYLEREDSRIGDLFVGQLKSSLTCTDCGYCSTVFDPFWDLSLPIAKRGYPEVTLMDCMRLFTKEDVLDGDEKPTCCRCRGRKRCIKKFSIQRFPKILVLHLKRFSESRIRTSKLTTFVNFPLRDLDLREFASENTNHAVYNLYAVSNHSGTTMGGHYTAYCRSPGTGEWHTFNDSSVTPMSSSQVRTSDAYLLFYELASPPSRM
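Cell-free coupled assay: 10nM USP2 core preincubated 30min RT with compound in Tris-HCl pH 8.0/CaCl2/CHAPS buffer, then 25nM Ub-CHOP2 and 25nM reporter substrate; fluorescence (Ex 485/Em 531) read after 60min RT, normalized to NEM inhibition, concentration-response curves fitted.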
KCNH2 WT inh – qHTS for Inhibitors of KCHN2 3.1: Wildtype qHTS; Voltage-gated inwardly rectifying potassium channel KCNH2 (Homo sapiens), Q12809; U2OS, BacMam KCNH2, thallium flux FluxOr; hits give low values; activity change, % at 1.84 µM; actives 0.37% (n = 340,000); AID 720551, 2013;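 active = maximum activity change below -70%; inconclusive = maximum activity change between -70% and -50%; inactive = maximum activity change above -50%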
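U2OS cells transduced with wild-type KCNH2 virus are loaded with FluxOr dye for 45 min, and thallium flux is measured in kinetic reads before and after stimulation buffer. Rate constants are normalized to DMSO controls.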
BCR signal inh – qHTS Assay to Find Inhibitors of Chronic Active B-Cell Receptor Signaling; ABC-DLBCL IkBa-CBG/CBR reporter, luminescence ratio, 4 h; Potency, µM (top dose mostly 46.1 µM), for the others: at the top dose ratio change, negative = lower green/red ratio, usual class: inhibitors; actives 0.05% (n = 340,000); AID 493014, 2011; active = well fitted inhibition curve with a large enough effect in the signal ratio, with a control signal flat, not every such curve was filed as active; inconclusive = small, poorly fitted or top-dose-only effect, or effect the other way, or a change in a side signal; the % refers to the signal ratio;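 also: potency is read from the fitted curve at half-maximal effect; plate controls were basal doxycycline-induced cells for no effect and cells given 10 µM MG132 for full effect; MG132 reads +100%, hits lower the ratio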
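TMD8 ABC-DLBCL cells carrying doxycycline-inducible green luciferase fused to IkappaBalpha plus unfused red luciferase were exposed to compounds (up to 46 uM) for 4 hrs at 37C. Activity came from the overlap-corrected green/red luminescence ratio.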
Eya2 inh – qHTS Assay for Inhibitors of the Phosphatase Activity of Eya2 | recombinant Eya2, OMFP fluorescence dephosphorylation (OMFP is methylfluorescein phosphate) | Potency, µM (highest dose often 76.9 µM), inactives show at the top dose activity, negative = inhibition, most hits filed as inhibitors | actives 0.006% (n = 330,000) | AID 488837, 2010; also: potency is read from the fitted curve at half-maximal effect
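Eya2 (0.2 uM) preincubated 10 min at ambient with compound, then OMFP substrate added at 50 uM; 10 min reaction in 50 mM HEPES pH 7.5, 50 mM NaCl, 5 uM MgCl2, 0.05% BSA, 1 mM DTT. Fluorescence read at Ex 485/Em 525 nm.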
Coupling enz – qHTS Assay for Inhibitors of Fructose-1,6-bisphosphate Aldolase from Giardia Lamblia: Coupling assay counterscreen. actives 0.67% (n = 290,000). coupling enzyme system counterscreen, AmpLite Red fluorescence. activity change, negative = inhibition, % at 58.2 µM, hits read low; in the data active = activity change below about -30%
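Fluorescence at 525 nm excitation and 598 nm emission measured inhibition of the coupled detection system without aldolase. Compounds (at 57.5 uM final) were preincubated 10 min at room temperature with coupling enzyme reagent before a 20 min substrate/AmpLite Red step.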
B2AR arrestin – qHTS assay of beta-arrestin-biased ligands of beta2-adrenergic receptor; Beta-2 adrenergic receptor (Homo sapiens), P07550; beta-arrestin recruitment to beta2AR, cell-based reporter; Potency, µM (titrated, usually from 46.1 µM), inactives show at the highest dose activation, hits mostly activators; actives 0.02% (n = 330,000); AID 492947, 2010;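 also: potency is read from the fitted curve at half-maximal effect; 0% = DMSO controls and full agonism = EC100 isoproterenol or metaproterenol; nearly all actives have a fitted effect of over 65% in size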
PKM2 activator – qHTS Assay for Activators of Human Muscle isoform 2 Pyruvate Kinase. purified PKM2, Kinase-Glo ATP luminescence, activation; response scale: 0% is enzyme alone, no compound. Potency, µM (doses to about 57.5 µM), for inactives: at the top dose activation, actives largely listed as activators. actives 0.34% (n = 260,000). AID 1631, 2009; also: potency is read from the fitted curve at half-maximal effect; nearly all actives have a fitted effect of over 55% in size
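hPK-M2, >95% pure; 0.1 mM ADP / 0.5 mM PEP final; imidazole pH7.2 buffer w/ 7 mM MgCl2, 50 mM KCl; 1 h RT; Kinase-Glo lum. Intermediate enzyme activity for dual inhibitor/activator qHTS.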
GALK inh – qHTS Assay for Inhibitors of Human Galactokinase (GALK). actives 0.007% (n = 270,000). P51570. Purified GALK, Kinase-Glo residual ATP luminescence. Potency, µM (top dose mostly 57.5 µM), for the others: top-dose activity change, negative = inhibition, actives largely listed as inhibitors. AID 1868, 2009; also: potency is read from the fitted curve at half-maximal effect
Target sequence (P51570 whole entry, looked up): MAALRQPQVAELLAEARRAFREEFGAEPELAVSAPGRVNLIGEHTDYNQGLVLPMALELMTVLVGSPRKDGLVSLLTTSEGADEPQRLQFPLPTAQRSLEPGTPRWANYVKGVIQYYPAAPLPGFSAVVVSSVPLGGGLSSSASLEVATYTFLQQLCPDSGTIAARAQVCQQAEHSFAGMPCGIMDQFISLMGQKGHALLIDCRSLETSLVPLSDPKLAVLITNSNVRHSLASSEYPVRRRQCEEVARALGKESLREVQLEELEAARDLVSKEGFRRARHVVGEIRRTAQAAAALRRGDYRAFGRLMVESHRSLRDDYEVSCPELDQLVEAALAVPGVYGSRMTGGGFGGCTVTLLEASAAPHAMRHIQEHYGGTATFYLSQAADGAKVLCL
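ATP-depletion format; final 35 uM ATP, 100 uM D-galactose, 5 nM enzyme; pH 8.0 HEPES/Mg2+ buffer; 60 min RT; luminescence read 10 min after detection reagent.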
uPA surface inh – qHTS for Inhibitors of Cell Surface uPA Generation; cell surface uPA generation assay, qHTS; actives 0.31% (n = 330,000); AID 540303, 2011; Potency, µM (doses to about 38.3 µM), for the others: at the highest dose activity change, negative = inhibition, most hits filed as inhibitors; active = well fitted inhibition curve with a large enough effect; inconclusive = small, poorly fitted or top-dose-only effect; inactive = no such curve, though single readings can be large or run the other way; tested in mouse RAW 264.7 cells; also: potency is read from the fitted curve at half-maximal effect; nearly all actives have a fitted effect of over 55% in size
Giardia kill – Small Molecules that selectively kill Giardia lamblia: qHTS | AID 540267, 2011 | actives 0.15% (n = 340,000) | Giardia lamblia trophozoite viability | activity change, % at 7.66 µM, hits read low; in the data active = activity change below about -80%; inconclusive = between about -30% and that limit;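 also: parasites exposed to compound for two days anaerobically before the ATP read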
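Luminescence from cellular ATP indicates surviving trophozoites (100 cells/well) following 48 hrs anaerobic compound treatment at 37 deg C; signal develops 15-30 min at room temperature.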
KCNH2 3.1 block – qHTS for Inhibitors of KCHN2 3.1: Mutant qHTS; activity change, % (tested at about 1.8 µM); U2OS KCNH2 3.1, thallium flux FluxOr; hits give low values; Potassium voltage-gated channel subfamily H member 2, brain isoform KCNH2 3.1 (human); AID 720553, 2013; actives 0.95% (n = 340,000);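 active = maximum activity change below -70%; inconclusive = maximum activity change from -70% to -50%; inactive = maximum activity change above -50%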;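 also: thallium influx rate constant from kinetic fluorescence after stimulation buffer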
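Virally transduced U2OS (3.1 isoform, 4 h infection in dark at RT) → overnight 37 C → FluxOr + Red40 in HBSS/HEPES, 45 min → stimulation buffer, 2 min kinetic read → rate constant vs DMSO controls.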
An asterisk follows results filed as active; ? = inconclusive; nt = no result given; & = joins results of further samples; [ ] = another dose, or the depositor's remark. Unless noted, calls follow the shape of the dose curve; as a rule, active = well fitted curve in the direction sought with a large enough effect; inconclusive = small, poorly fitted or top-dose-only effect, or another doubt; inactive = no such curve, though single readings can be large; an effect the other way counts as inactive or inconclusive. Unless noted, % is scaled to controls: 0 for no effect and ±100 for the full control effect.

SMILES	USP2a block	KCNH2 WT inh	BCR signal inh	Eya2 inh	Coupling enz	B2AR arrestin	PKM2 activator	GALK inh	uPA surface inh	Giardia kill	KCNH2 3.1 block
CC(C)Cc1nnc(NC(=O)CCC(=O)NC2CCCCC2)s1	3%	0	-18%	-1%	nt	-0.2%	nt	8%	4%	1	-12
Cc1csc(/C(=N\O)c2csc(C)n2)n1	0%	7	-1%	19%	-1	0.0%	-1%	-1%	-6%	-5	4
CC1=Nc2cc(C(=O)NCCCOC(C)C)ccc2Sc2ccc(C)cc21	-8%	-4	?	?	2	0.5%	-6%	0%	-5%	12	-6
Cc1cccc(NC(=O)CC2C(=O)NCCN2C(=S)Nc2ccccc2)c1 (configuration not stated)	0%	-11	0%	3%	3	0.4%	1%	-3%	6%	-4	-29
Cc1nn(-c2ccccc2)nc1C(=O)Nc1ccc2c(c1)OCCO2	-1%	-4	?	-1%	nt	0.3%	-8%	-4%	11%	6	17
O=C(CCCCCN1C(=O)c2ccccc2C1=O)NCc1ccccn1	-6%	-8	?	-9%	1	-0.2%	14%	1%	-2%	1	-15
CCc1ccc(NC(=O)CSc2n[nH]c(=O)n2C2CC2)cc1	0%	1	1%	15%	nt	-0.5%	nt	nt	17%	9	-5
Cc1ccc(S(=O)(=O)NC(C)C(c2cccs2)N2CCN(c3ccccc3)CC2)cc1 (configuration not stated)	1%	7	?	-24%	-1	-0.3%	0%	0%	4%	-11	-13
C=CCn1c(=O)c2c(nc3n2CC(C)CN3CCc2ccccc2)n(C)c1=O (configuration not stated)	1%	-15	?	-2%	-2	3.1%	0%[0.46 µM]	-2%	-7%	-12	39
O=C(NC1CC1)C1CC(=O)N(C2CCCCC2)C1 (configuration not stated)	2%	-15	1%	-10%	1	-0.6%	1%	-2%	12%	-24	6
CC(C)(CNCc1ccccc1)NS(=O)(=O)c1ccccc1	1%	4	-6%	-7%	nt	2.9%	nt	nt	0%	-15	-22
CC(C)Cc1nnc(NC(=O)CCC(=O)Nc2ccc(Cl)cc2)s1	3%	9	-3%	2%	0	-0.8%	nt	-3%	1%	21	3
Cc1nnsc1NC(=O)OCc1ccc(C(F)(F)F)cc1	1%	10	-3%	-1%	1	-0.5%	1%	-5%	-9%	11	17
CC1(OC(=O)C2CCCC2)C(=O)C=C2C=C(c3ccsc3)N(CCc3ccccn3)C=C2C1=O (configuration not stated)	-2%	18	?	-11%	-23&-23	-0.6%	-7%[11.5 µM]	0%	0%	5	21
CC(=O)N1CCN(c2ccc(NC(=O)c3ccc(C(C)(C)C)cc3)cc2)CC1	-1%	11	?	-33%	0	-0.1%	0%	-1%	3%	13	-11
O=C(NC(=S)NCC1CCCO1)c1cccs1 (configuration not stated)	-1%	3	2%	0%	0	0.4%	3%	0%	-2%	-9	5
Cc1c(NC(=O)c2cnn3c2NC(c2ccccc2)CC3C(F)(F)F)c(=O)n(-c2ccccc2)n1C (configuration not stated)	0%	1	2%	-12%	4	0.4%	-4%	2%	nt	13	-12
Cc1ccc(NC(=O)c2ccc3c(c2)OCO3)cc1S(=O)(=O)N1CCOCC1	-1%	5	?	8%	nt	-0.2%	nt	nt	0%	-30	0
O=C(O)C1C2C=CC(C2)C1C(=O)Nc1cccc(C(F)(F)F)c1 (configuration not stated)	1%	5	-2%	13%	2	0.5%	-1%	4%	0%	-13	-4
CN(C(=O)Cn1cccc1C1=NC(c2ccccc2)CO1)c1ccccc1 (configuration not stated)	0%	21	14%	-13%	0	0.1%	-1%	8%	1%	-19	9
O=C1c2ccccc2C(=O)c2[nH]c(=O)[nH]c21	1%	3	?	-6%	-20	0.3%	nt	-3%	-15%	?	23
Cc1nc(C)c(-c2csc(Nc3ccc(N)cc3)n2)s1	-1%	-2	-4%	8%	-4	-0.3%	0%	-6%	4.5µM*	-29	-18
Cn1c(N)c(C(=O)COC(=O)CCOc2ccc(C(C)(C)C)cc2)c(=O)n(C)c1=O	-3%	-1	?	-7%	1	-0.2%	5%	13%	6%	-1	6
CN(Cc1ccco1)C(=O)C1CCN(c2nnc(-n3cccc3)s2)CC1	0%	4	11%	16%	-3	-0.1%	nt	1%	-7%	-10	14
O=C(/C=C/c1ccccc1)Nc1ccc2c(c1)OCCO2	3%	-2	?	6%	-10	-0.3%	3%	-2%	-13%	?	1
Cc1ccc(C=NCc2ccncc2)c(O)c1	0%	5	-1%	-6%[15.4 µM]	0	-0.9%	17%	3%	5%	-14	-29
CC(C)(C)Sc1ccc([N+](=O)[O-])cc1C(=O)Nc1ccncc1	9%	1	?	-29%	0	-0.3%	4%	-2%	1%	19	0
Cc1ccc(S(=O)(=O)NNC(=O)CCC(=O)Nc2ccccc2)cc1	-1%	-2	-1%	17%	1	0.9%	0%	0%	3%	-29	-1
COc1ccc(CC(=O)NNc2ncnc3c2cnn3-c2ccc(C)cc2)cc1OC	0%	2	?	-3%	0	0.0%	5%	-3%	-1%	-5	-4
O=C(Cn1nnc(-c2ccc(OCc3ccccc3F)cc2)n1)N1CCOCC1	6%	25	?	1%	0	3.7%	-1%	-2%	nt	8	-90*
O=C(/C=C/c1ccccc1)NCCSCc1ccccc1Cl	1%	-6	?	-31%	-1	0.4%	-4%	-1%	-7%	8	0
COc1cccc(Oc2cc(NN3CCCCC3)c([N+](=O)[O-])cc2[N+](=O)[O-])c1OC	2%	4	0%	-5%	-3	-0.5%	0%	nt	-6%	42[activator]	11
COc1ccc(CNC(=O)COC(=O)c2nc3nc(C)cc(C)n3n2)cc1	1%	-2	3%	?	nt	-0.2%	nt	nt	1%	8	5
O=C(c1ccccc1F)N1CCCC(C(=O)N2CCc3ccccc3C2)C1 (configuration not stated)	10%	2	3%	-15%	3	-0.3%	0%	-2%	25%	4	-2
Cc1onc(-c2ccc(Cl)cc2)c1-c1ccnn1S(=O)(=O)c1cccc(C(F)(F)F)c1	-8%	-5	27%	-11%	-2	-0.4%	21%	nt	6%	7	0
CCn1cc(/C=C(\NC(=O)c2ccccc2F)C(=O)N2CCOCC2)c2ccccc21	-2%	-10	1%	6%	1	0.1%	nt	3%	-1%	14	12
COc1cc2nc(CN3CCC(Cc4ccccc4)CC3)[nH]c(=O)c2cc1OC	1%	-2	1%	10%	1	-0.2%	-15%	6%	4%	-14	-12
CCCCOc1ccc(C(NC(=O)OCC)NC(=O)OCC)cc1	-2%	-3	3%	-3%	3	-0.4%	2%	-3%	1%	-12	12
CSc1nnc(CNC(=O)C23CC4CC(CC(C4)C2)C3)n1Cc1ccccc1	5%	-7	3%	2%	4	-0.1%	4%	1%	4%	-6	1
N#CCCN(C(=O)CO/N=C/c1cccc([N+](=O)[O-])c1)c1ccccc1	0%	-1	-4%	0%	2	0.5%	-3%	6%	3%	-3	8
COc1cc2c(C#N)c(N3CCN(C)CC3)nc(N)c2c(N)n1	5%	nt	-26%	17%	-13	0.1%	0%	-1%	nt	nt	nt
CC1(C)CC(O)C(C(O)c2cccc([N+](=O)[O-])c2)C(C)(C)N1 (configuration not stated)	1%	13	2%	0%	-1	-3.5%	-4%	nt	2%	15	3
Cc1ccc2c(-c3csc(N)n3)c[nH]c2c1	-10%	nt	?	2%	-1	0.4%	nt	nt	nt	nt	nt
O=C1CN(CC(=O)NC(=O)NCc2ccccc2)CCN1	2%	-12	3%	-5%	1	-0.8%	-2%	-1%	0%	26	4

Looked up by structure from the list above:
SMILES	USP2a block	KCNH2 WT inh	BCR signal inh	Eya2 inh	Coupling enz	B2AR arrestin	PKM2 activator	GALK inh	uPA surface inh	Giardia kill	KCNH2 3.1 block
CC(C)Cc1nnc(NC(=O)CCC(=O)NC2CCCCC2)s1	3%	0	-18%	-1%	nt	-0.2%	nt	8%	4%	1	-12
Cc1ccc(S(=O)(=O)NNC(=O)CCC(=O)Nc2ccccc2)cc1	-1%	-2	-1%	17%	1	0.9%	0%	0%	3%	-29	-1
